Bioassay records as filed in PubChem BioAssay.
MT1-MMP act inh = inhibitors of human MT1-MMP activation; GFP/RFP ratio change, % at 20 µM; P50281; HT1080 RFP-PRO-GFP cells, GFP/RFP ratio fluorescence, overnight; percent of plate control window, DMSO zero; 360,000 tested, 0.061% active;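 active = GFP/RFP ratio change of at least 30% with cell ATP level not reduced by more than half and red fluorescence within 50% of control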; also: strong numbers were not always called active
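Assay system: HT1080 RFP-PRO-GFP cells | Dosing: 20 µM single dose, 1% DMSO | Incubation: Cells overnight before dosing, compound overnight, 37 °C, 5% CO2 | Evaluation: GFP/RFP fluorescence ratio | Control set: DMSO-only wells and HT1080 RFP-L50D-GFP cell wells as references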
MLLE-PAM2 inh = inhibitors of microRNA-mediated deadenylation, human PABP1 MLLE binding | inhibition, % at 20 µM | GST-MLLE / FITC-PAM2 fluorescence polarization | AID 588489 | P11940 | 360,000 tested, 0.36% active; in the data active = inhibition above about 35%, passing the limit was not always enough;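 also: plate controls were DMSO wells with GST-MLLE for no effect and wells lacking GST-MLLE protein for full effect; some results filed as inactive read as strong as hits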
SKN-1 inh = inhibitors of C. elegans SKN-1 | C. elegans VP596 Pgst-4::GFP/RFP ratio, acrylamide-induced, 24 h | inhibition, % at 21.8 µM | 360,000 tested, 0.49% active | AID 624304;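 active = interference check ratio from 0.5 to 1.5 plus GFP to RFP signal ratio inhibition reaching or exceeding a fixed threshold, cut at about 30% in these data, passing the limit was not always enough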; also: some compounds called inactive have numbers as strong as hits
Neddyl block = blocks human cullin neddylation; P61081+Q13564; TR-FRET cullin neddylation, biochemical; calls only at 25 µM; 360,000 tested, 0.58% active; AID 651699; in the data active = inhibition above about 36%
CendR NRP1 mod = NRP-1/CendR interaction modulation; O14786; FAM-RPARPAR peptide binding to NRP-1, fluorescence polarization; inhibition, % at 25 µM; 360,000 tested, 0.85% active; AID 602438;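 active = inhibition or corrected inhibition above about 18%, plus a signal ratio from 0.5 to 1.5, limit read from the data, passing the limit was not always enough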; also: strong numbers were not always called active
FAS-TE inh = inhibitors of human fatty acid synthase thioesterase domain; P49327; inhibition, % at 15 µM; recombinant FAS-TE, OMFH fluorogenic substrate, fluorescence endpoint; 360,000 tested, 0.67% active;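 active = compounds whose normalised, plate-corrected inhibition of enzyme fluorescence in the single-dose primary screen is 50% or more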;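 also: 0% = DMSO with enzyme and 100% = substrate without enzyme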
E coli Lon inh = inhibits E. coli Lon protease; inhibition, % at 7.94 µM; 360,000 tested, 0.42% active; P0A9M0; AID 602123; purified E. coli Lon protease, fluorescence polarization; in the data active = inhibition above about 13%, passing the limit was not always enough;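 also: 0% = enzyme with probe and DMSO and 100% = no enzyme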
Target sequence (P0A9M0 whole entry, looked up): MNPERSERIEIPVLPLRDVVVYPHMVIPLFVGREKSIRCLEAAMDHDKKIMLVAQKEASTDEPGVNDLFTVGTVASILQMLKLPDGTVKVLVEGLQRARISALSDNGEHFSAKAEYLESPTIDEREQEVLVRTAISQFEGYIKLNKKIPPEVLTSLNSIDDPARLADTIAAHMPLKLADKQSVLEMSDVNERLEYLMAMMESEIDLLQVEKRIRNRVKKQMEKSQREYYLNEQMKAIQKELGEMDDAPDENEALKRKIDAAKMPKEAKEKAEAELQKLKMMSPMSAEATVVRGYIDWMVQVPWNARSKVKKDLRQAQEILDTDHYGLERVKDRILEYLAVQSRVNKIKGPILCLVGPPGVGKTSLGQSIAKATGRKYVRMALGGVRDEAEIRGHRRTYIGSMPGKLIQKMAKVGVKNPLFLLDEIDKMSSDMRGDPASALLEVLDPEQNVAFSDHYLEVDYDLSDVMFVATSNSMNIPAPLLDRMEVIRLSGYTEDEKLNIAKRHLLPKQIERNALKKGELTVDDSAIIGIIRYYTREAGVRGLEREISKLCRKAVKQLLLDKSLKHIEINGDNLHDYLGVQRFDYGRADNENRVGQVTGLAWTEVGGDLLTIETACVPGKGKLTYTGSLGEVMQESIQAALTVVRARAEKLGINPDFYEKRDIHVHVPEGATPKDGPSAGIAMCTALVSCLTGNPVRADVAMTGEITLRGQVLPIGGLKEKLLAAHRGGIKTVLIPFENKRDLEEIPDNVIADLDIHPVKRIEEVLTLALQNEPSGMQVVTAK
bovine MsrA act = activators of bovine methionine sulfoxide reductase A; 360,000 tested, 0.3% active; purified bovine MsrA, absorbance read-out; AID 602163; activation, % at 10.6 µM; in the data active = activation above about 7.5%;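 also: 0% = vehicle and 100% = reference activator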
Rin1 Abl inh = blocks binding of human Rin1 to Abl; P00519+Q13671; TR-FRET Rin1/Abl binding, biochemical; 360,000 tested, 0.4% active; AID 588664; inhibition, % at 7.35 µM; in the data active = inhibition above about 5%, passing the limit was not always enough
Starred values were filed as active, the others as inactive; i = inactive; . = no result given. Not a hit list; 4% or so of the library scored in one or more.

SMILES | MT1-MMP act inh | MLLE-PAM2 inh | SKN-1 inh | Neddyl block | CendR NRP1 mod | FAS-TE inh | E coli Lon inh | bovine MsrA act | Rin1 Abl inh
CCC(=O)Nc1ccc(C(=O)NNC(=O)COc2cc(C)ccc2C)cc1 | 1 | 2 | 2 | i | 8 | -7 | 1 | -4 | -4
CC(=O)C(=Cc1ccccc1)c1ccccc1 | 4 | . | 10 | i | 9 | 6 | -3 | -4 | .
O=S(=O)(CCN1CCOCC1)c1ccc(Cl)cc1 | 0 | 14 | -2 | i | -10 | -3 | -1 | -11 | 1
CC(=O)Oc1ccc(CN2C(=O)C(CCc3ccccc3)ON=C2c2cnccn2)cc1 (stereo not drawn) | 6 | -7 | -3 | i | 4 | 14 | 0 | -1 | 0
CCOC(=O)c1cc(C)sc1NC(=O)CCC(=O)O | 1 | -8 | 6 | i | 2 | -5 | -9 | -5 | 0
O=C1NC(=Nc2cccc(Cl)c2)SC1Cc1cccc(Cl)c1Cl (stereo not drawn) | -2 | -8 | 11 | i | 16 | 0 | -14 | -3 | -2
O=C(NCc1ccc(F)cc1)C(c1cccnc1)N(C(=O)c1csnn1)c1ccccc1 (stereo not drawn) | 0 | 6 | 13 | i | 8 | -4 | 2 | -1 | -4
O=C(NN1C(=O)NC2(CCCCC2)C1=O)c1ccc(-c2ccc(Cl)cc2)o1 | 9 | 3 | -12 | i | 11 | 20 | -7 | -2 | -4
O=C(Cc1ccccc1)N/N=C/c1ccccn1 | 6 | -6 | 4 | i | -2 | -14 | -5 | -12 | -6
COc1ccccc1C(=O)NCC1CCN(c2ccc(S(=O)(=O)N3CCOCC3)cc2)CC1 | 4 | -9 | 10 | i | 10 | 6 | -10 | -1 | 22*

Copied from the entries so far (six entries):
SMILES | MT1-MMP act inh | MLLE-PAM2 inh | SKN-1 inh | Neddyl block | CendR NRP1 mod | FAS-TE inh | E coli Lon inh | bovine MsrA act | Rin1 Abl inh
CCC(=O)Nc1ccc(C(=O)NNC(=O)COc2cc(C)ccc2C)cc1 | 1 | 2 | 2 | i | 8 | -7 | 1 | -4 | -4
CC(=O)C(=Cc1ccccc1)c1ccccc1 | 4 | . | 10 | i | 9 | 6 | -3 | -4 | .
O=S(=O)(CCN1CCOCC1)c1ccc(Cl)cc1 | 0 | 14 | -2 | i | -10 | -3 | -1 | -11 | 1
CC(=O)Oc1ccc(CN2C(=O)C(CCc3ccccc3)ON=C2c2cnccn2)cc1 (stereo not drawn) | 6 | -7 | -3 | i | 4 | 14 | 0 | -1 | 0
CCOC(=O)c1cc(C)sc1NC(=O)CCC(=O)O | 1 | -8 | 6 | i | 2 | -5 | -9 | -5 | 0
O=C1NC(=Nc2cccc(Cl)c2)SC1Cc1cccc(Cl)c1Cl (stereo not drawn) | -2 | -8 | 11 | i | 16 | 0 | -14 | -3 | -2

(cont.)
SMILES | MT1-MMP act inh | MLLE-PAM2 inh | SKN-1 inh | Neddyl block | CendR NRP1 mod | FAS-TE inh | E coli Lon inh | bovine MsrA act | Rin1 Abl inh
O=C(COc1ccc(-c2nnco2)cc1)N1CCN(S(=O)(=O)c2ccc3ccccc3c2)CC1 | -3 | -11 | -2 | i | 13 | -2 | 0 | -3 | -3
CC(C)(C)C(=O)Nc1nc(-c2ccccc2)ns1 | 0 | 12 | 9 | i | -13 | 0 | 2 | 4 | 5
CCOC(=O)[C@]12CCC=C1N(Cc1cccc3ccccc13)C(=O)[C@H](CC(=O)NCc1ccccc1)C2 | 4 | . | 3 | i | -2 | 12 | 5 | -1 | .
O=C1NC[C@H](CC2CCCCC2)N(CCC23CC4CC(CC(C4)C2)C3)C1=O | 7 | . | -6 | i | -2 | -4 | -6 | -5 | .
CCCNC(=O)C1(C)CCCN(C(=O)c2cc(F)cc(F)c2)C1 (stereo not drawn) | 0 | 10 | 4 | i | 7 | -8 | 4 | -4 | 2
CC(=O)n1c2c(c3ccccc31)OC(N)=C(C#N)C2c1ccc(C(C)C)cc1 (stereo not drawn) | -152 | 19 | 5 | i | 8 | 26 | -6 | -2 | -1
O=C(Nc1ncccn1)C1CCCCC1 | 0 | -2 | 0 | i | 12 | -2 | -4 | -2 | 2
CN(C1CCCCC1)S(=O)(=O)c1ccc(SCC(=O)NC(C)(C)C)nc1 | 0 | 14 | 13 | i | -1 | -2 | -11 | -2 | -2
CCCOc1ccccc1C1NC(=O)NC(C)=C1C(=O)OCc1ccccc1 (stereo not drawn) | 0 | 2 | 5 | i | 2 | 16 | -2 | -2 | 5
O=C1CCN(CCCc2ccccc2)CCN1[C@H](CO)Cc1ccccc1 | 5 | 2 | -3 | i | -4 | -11 | -4 | -1 | 4
Cc1sc2ncn(CC(=O)NCCCC(=O)N3CCCCC3)c(=O)c2c1C | 1 | -2 | -19 | i | 7 | -2 | -8 | -3 | 1
CC(Sc1ccccn1)C(=O)NC1CCCC1 (stereo not drawn) | -5 | 10 | 5 | i | 1 | -9 | -9 | -1 | 1
COc1cccc(C(=O)NC(C)C(c2cccs2)N2CCOCC2)c1 (stereo not drawn) | 1 | 4 | -11 | i | 1 | -4 | 0 | -3 | 1
COc1ccc(C(=O)NC2CCN(C(=O)NCc3ccccc3)CC2)cc1 | 3 | 3 | 8 | i | 10 | -5 | -8 | -2 | 0
C=CC[C@@H](CC(=O)N[C@H](CO)Cc1ccccc1)C(=O)N[C@H](C)COC(=O)[C@@H](CC=C)CC(=O)OC(C)(C)C | 1 | 3 | 8 | i | 4 | -6 | 2 | -1 | 4
COc1ccc(Cl)cc1S(=O)(=O)NCc1cccs1 | 6 | -3 | -2 | i | -4 | 2 | -6 | -2 | -2
COc1ccc(/C=N/NS(=O)(=O)c2ccccc2)cc1OC | 1 | -59 | 18 | i | -4 | 0 | 4 | 0 | 3
CCC1(CC)C(=O)C2=C3C1[C@H](C(=O)OC)C=C(C(=O)OC)C[C@H]3[C@H]1C(=O)N(Cc3ccccc3)C(=O)[C@H]1[C@H]2C (stereo partly drawn) | -7 | 5 | -4 | i | -6 | 15 | 0 | 0 | 2
O=C1[C@@H]2[C@@H]3C[C@@H]([C@H]4ON=C(c5ccc(Cl)cc5Cl)[C@@H]34)[C@@H]2C(=O)N1C1CCCCC1 | 2 | -9 | 5 | i | -9 | 26 | 4 | -3 | 2
COc1ccc(-c2[nH][nH]c(=O)c2NC(=O)c2ccccc2Br)cc1 | 2 | 9 | 16 | i | 7 | -4 | -8 | -5 | 3
Nc1ccc(Oc2c(Cl)cccc2Cl)nc1 | -3 | -14 | 2 | i | 2 | -6 | -38 | -1 | -6
COCCNC(=O)C1(C)CCCN(C(=O)c2cccc(C(F)(F)F)c2)C1 (stereo not drawn) | 2 | 17 | 11 | i | 15 | -10 | -10 | -4 | 2
CCOc1ccc(NC(=O)NCC2CCN(Cc3ccc(F)cc3)CC2)cc1 | -1 | 22 | 14 | i | 0 | -7 | 9 | -4 | 4
Cc1ccc(C)c(C(=O)CN2C(=O)NC3(CCCCCC3)C2=O)c1 | 1 | -6 | 8 | i | 1 | 1 | -3 | -2 | 2
CC(NC(=O)c1cccnc1)C(c1cccs1)N1CCOCC1 (stereo not drawn) | 3 | 13 | 4 | i | 11 | -6 | -4 | -3 | 3
Cc1ccc(CNC(=O)C2CCC(CNc3c(N4CCOCC4)c(=O)c3=O)CC2)cc1 (stereo not drawn) | -1 | -4 | 9 | i | -6 | -8 | -5 | -1 | 4
CCCCCC/C(=N\NS(C)(=O)=O)c1ccccc1 | -2 | -2 | 20 | i | 0 | -1 | 0 | -2 | 1
CCN1CCCC1CNCc1ccc(Cl)cc1Cl (stereo not drawn) | 18 | -60 | 25 | i | -1 | -1 | -6 | 1 | 3
Cc1ccc(NC(=O)/C(=C\c2cccc(Br)c2)NC(=O)c2ccco2)cc1 | 3 | -1 | -2 | i | 4 | 12 | 0 | -10 | 1
O=C(Nc1ccncc1)C1CCN(S(=O)(=O)c2ccccc2C(F)(F)F)CC1 | -4 | 6 | 12 | i | 11 | 4 | -1 | -2 | -3
N#Cc1ccc(C23CC4(C2)[C@H](CN(Cc2cccnc2)[C@@H]4c2ccccc2)C3c2ccccc2)cc1 (stereo partly drawn) | -2 | -3 | -6 | i | -6 | 21 | -16 | -3 | 2
CCOC(=O)C(Sc1nnc(-c2ccncc2)o1)C(C)=O (stereo not drawn) | 1 | -84 | 3 | i | -34 | -6 | 0 | -5 | -1
COc1ccccc1N1CCN(CC(=O)Nc2ccnn2C2CCCC2)CC1 | 7 | 2 | -10 | i | 0 | -7 | -1 | -3 | 4
O=C(NC(=S)Nc1ccccc1O)c1ccc(-c2ccc(Cl)cc2)o1 | 12 | 21 | -20 | i | 9 | 12 | -1 | -11 | -2
COc1cccc(/C=N/NC(=O)CNC(=O)COc2ccccc2)c1O | 3 | -3 | -4 | i | -7 | 2 | 8 | 0 | -3
CC1=C(C(=O)OCCC#N)C(c2cc3c(cc2Br)OCO3)NC(=O)N1 (stereo not drawn) | 5 | -4 | 7 | i | 7 | -7 | -7 | -1 | -1
CCCCn1c(N)c(N(CC(C)C)C(=O)C2CCN(S(=O)(=O)c3ccc(C)cc3C)CC2)c(=O)[nH]c1=O | 5 | 11 | -17 | i | 7 | -2 | 0 | -10 | 3
Cc1cc2c3c(c1)C1(SCC(=O)N1c1ccc(F)cc1)C(=O)N3C(C)(C)CC2C (stereo not drawn) | -7 | 3 | -3 | i | -1 | -87 | -6 | -6 | 5
CCOC(=O)N1CCC(NC(=O)CN(c2ccc(C(C)C)cc2)S(=O)(=O)c2c(C)nn(C)c2C)CC1 | -3 | 10 | 1 | i | 7 | -5 | -5 | -1 | -6
Cn1c(=O)n(C)c2cc(NS(=O)(=O)c3ccc(Cl)s3)ccc21 | 9 | -8 | -4 | i | 6 | -6 | -13 | -9 | 0
CCCS(=O)(=O)NC(=O)C1(C)CCN1C(=O)Cc1ccc(Cl)cc1Cl (stereo not drawn) | -2 | 14 | -12 | i | 1 | -10 | 1 | -2 | 0
O=C(COc1ccc(Cl)cc1Cl)NCCN1CCCCC1 | 3 | 1 | -13 | i | 6 | -3 | -8 | -2 | -4
Cc1cccc(N2CC(c3nc4ccccc4n3C)CC2=O)c1C (stereo not drawn) | 4 | -2 | 0 | i | 1 | -3 | 5 | 0 | -3
O=C(CNC(=O)c1ccc(Br)o1)NNC(=O)c1ccccc1 | 1 | -12 | 2 | i | -4 | -8 | 96* | 2 | -4
O=C(c1ccc2c(c1)OCCCO2)c1cccs1 | -4 | 1 | 11 | i | 2 | 3 | 6 | -1 | -5
CCOC(=O)N1CCN(C(=O)C2CCN(S(=O)(=O)c3c(C)cc(C)cc3C)CC2)CC1 | 3 | 4 | -14 | i | 11 | -4 | 1 | -12 | 1
CC(C)CCN1C(=O)c2ccc(C(=O)N3CCCCC3)cc2C1=O | 4 | 2 | -4 | i | 8 | 30 | -1 | -8 | -1
Cc1cc(C)c2c(=O)c3c(oc2c1)C(=O)N(CCO)C3c1cccc(O)c1 (stereo not drawn) | 4 | 9 | -25 | i | -4 | -1 | -10 | -8 | -2
CCN(CC)S(=O)(=O)c1ccc(NC(=O)c2cc(C(=O)OC)cc([N+](=O)[O-])c2)cc1 | 9 | 1 | 5 | i | -4 | 16 | 0 | -1 | 1
CC(OC(=O)COc1ccccc1[N+](=O)[O-])C(=O)Nc1ccc(N2CCOCC2)cc1 (stereo not drawn) | -4 | 6 | -5 | i | 7 | -7 | 0 | -3 | 0
CCCCOc1ccc(C(=O)NCCN2CCC(n3c(=O)[nH]c4ccccc43)CC2)cc1 | 4 | . | -6 | i | -2 | -8 | -5 | -2 | .
Cc1ccc(Cl)c2sc(NC(=O)C3=COCCO3)nc12 | -4 | 13 | 8 | i | -10 | 18 | 3 | -1 | -3
